IDE act = IDE (human) activation, cell-based | P14735 | HEK cells, FAbeta-B cleavage, fluorescence polarization; 0% vehicle, 100% cell-free pure enzyme wells | activation, % at 5.96 µM | actives 0.073% (n = 340,000);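 active means activation above the mean of all tested compounds plus 3 SD, set per screening campaign, cut at about 17% in these data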
GalR3 antag = antagonists of human GalR3; HEK293 GalR3-CNG cAMP membrane potential fluorescence; galR3 body fused to GalR1 C-terminus; inhibition, % at 3 µM; actives 0.44% (n = 360,000); AID 651719; O60755;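 active means inhibition above the screen-wide average plus 3 SD, cut at about 13% in these data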;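 further: forskolin and galanin both at EC90 stimulate the cells; cAMP rise reported by CNG channel membrane potential dye signal; 0% = forskolin plus galanin with DMSO and 100% = forskolin alone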
HCV NS3 hel inh = inhibitors of Hepatitis C virus NS3 helicase. NS3 helicase DNA unwinding, Cy5 molecular beacon fluorescence. inhibition, % at 10.9 µM. actives 0.56% (n = 290,000). AID 1800;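 active means inhibition above the mean of all tested compounds plus 3 SD, set per campaign, cut at about 35% in these data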;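 further: 0% = DMSO wells and 100% = thioflavine S control wells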
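Assay system: hepatitis C virus NS3 helicase domain fragment enzyme. Also added: annealed dual-labelled DNA beacon duplex, ATP-started. Timing: 1 h reaction at 25 °C, ATP-initiated. Technique: Cy5 fluorescence at 0 and 60 min, beacon hairpin quenching. Evaluation: % inhibition of unwinding. Replication: one well per compound.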
IMP-1 inhibitor = inhibitors of Pseudomonas aeruginosa IMP-1 metallo-beta-lactamase; AID 1556; actives 0.45% (n = 290,000); inhibition, % at 5.6 µM; purified IMP-1, nitrocefin hydrolysis, epi-absorbance fluorescence;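 active means inhibition above the mean plus 3 SD of all compounds in the same screening run, cut at about 4.5% in these data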;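 further: 0% = IMP-1 with DMSO and 100% = DMSO wells lacking enzyme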
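assay system = purified recombinant IMP-1 metallo-beta-lactamase enzyme | schedule = 15 min preincubation plus 25 min reaction at 25 °C | signal = Epi-absorbance fluorescence, 480 nm excitation, 530 nm emission | read-out basis = percent inhibition from optical density relative to buffer-blank wells | controls = IMP-1 with DMSO as 0%, enzyme-free DMSO as 100%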
pCIP destab = compounds decreasing mouse p/CIP protein stability | Q05BA5 | F442A p/CIP-EGFP cells, EGFP fluorescence, 16 h | decrease of EGFP signal, % at 10 µM | actives 0.01% (n = 290,000) | AID 1984;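 active means EGFP signal decrease of at least 30% at 10 µM or well 3 SD below plate mean, unless failing retest; inactive means the rest, including hits failing retest or dose response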; further: some compounds called inactive have numbers as strong as hits; many of its hits are not listed in these tables
Target sequence (Q05BA5 1-1403): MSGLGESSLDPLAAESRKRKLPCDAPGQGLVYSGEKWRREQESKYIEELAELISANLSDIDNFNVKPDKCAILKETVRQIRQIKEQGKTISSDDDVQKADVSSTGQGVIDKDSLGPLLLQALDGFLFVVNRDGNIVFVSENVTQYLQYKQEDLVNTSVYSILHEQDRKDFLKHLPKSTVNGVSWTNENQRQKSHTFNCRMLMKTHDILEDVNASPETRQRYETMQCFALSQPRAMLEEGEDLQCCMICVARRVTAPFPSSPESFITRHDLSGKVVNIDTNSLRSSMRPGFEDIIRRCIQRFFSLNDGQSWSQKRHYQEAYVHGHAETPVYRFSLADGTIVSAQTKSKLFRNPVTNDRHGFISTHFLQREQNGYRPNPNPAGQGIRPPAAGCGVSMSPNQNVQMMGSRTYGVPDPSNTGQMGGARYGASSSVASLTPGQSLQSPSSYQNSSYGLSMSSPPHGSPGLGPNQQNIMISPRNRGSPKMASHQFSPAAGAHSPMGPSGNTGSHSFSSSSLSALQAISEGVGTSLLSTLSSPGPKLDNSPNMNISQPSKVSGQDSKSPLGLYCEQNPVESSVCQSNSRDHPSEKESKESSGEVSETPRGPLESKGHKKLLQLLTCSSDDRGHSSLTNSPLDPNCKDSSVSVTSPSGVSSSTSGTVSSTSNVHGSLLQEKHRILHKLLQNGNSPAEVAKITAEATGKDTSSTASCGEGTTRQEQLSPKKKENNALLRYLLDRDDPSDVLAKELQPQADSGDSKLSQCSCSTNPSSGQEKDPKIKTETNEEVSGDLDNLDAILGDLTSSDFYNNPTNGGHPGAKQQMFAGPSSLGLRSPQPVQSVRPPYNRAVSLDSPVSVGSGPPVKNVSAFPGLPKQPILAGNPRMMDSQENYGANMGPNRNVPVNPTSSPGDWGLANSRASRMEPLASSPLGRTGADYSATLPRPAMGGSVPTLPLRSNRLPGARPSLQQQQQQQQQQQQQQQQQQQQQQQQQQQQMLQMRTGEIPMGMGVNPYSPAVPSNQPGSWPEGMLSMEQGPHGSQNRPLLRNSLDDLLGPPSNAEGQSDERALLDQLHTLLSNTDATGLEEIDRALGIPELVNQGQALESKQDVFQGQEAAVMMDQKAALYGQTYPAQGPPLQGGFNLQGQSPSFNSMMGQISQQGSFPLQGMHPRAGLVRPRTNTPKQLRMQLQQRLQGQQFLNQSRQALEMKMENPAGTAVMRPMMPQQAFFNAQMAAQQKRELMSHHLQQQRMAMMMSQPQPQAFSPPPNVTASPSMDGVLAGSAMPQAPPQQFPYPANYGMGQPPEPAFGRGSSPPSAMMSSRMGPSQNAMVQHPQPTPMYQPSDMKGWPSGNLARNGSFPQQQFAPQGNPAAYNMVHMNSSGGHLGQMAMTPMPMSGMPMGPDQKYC
CRFBP-R2 block = antagonists of CRF-binding protein/CRF-R2 receptor complex; HEK293 CRF-R2/CRF-BP, CRF-induced calcium fluorescence; AID 588475; actives 0.59% (n = 350,000); inhibition, % at 11.8 µM;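 active means inhibition of the ligand-induced calcium signal above about 50% at the single tested concentration, limit read from the data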
IDE inh = cellular human IDE inhibition. P14735. HEK cells, FAbetaB cleavage, fluorescence polarization. inhibition, % at 5.59 µM. actives 0.41% (n = 320,000). AID 434962;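 active means percent inhibition above the average of all tested compounds plus 3 SD, set per screening campaign, cut at about 16% in these data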;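 further: IDE supplied by intact live HEK cells; FP after avidin binding of uncleaved biotin substrate so inhibition keeps polarization high; 0% = DMSO wells and 100% = 60 µM reference IDE inhibitor Ii1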
SUMO HTRF inh = inhibitors of human SUMOylation (UBC9); HTRF SUMOylation assay, SAE1/SAE2 + UBC9, in vitro; P63279; AID 2006; actives 0.36% (n = 290,000); inhibition, % at 35 µM; in the data active means inhibition above about 50%, passing the limit was not always enough; inconclusive means no clear call, values can overlap the other calls; further: strong numbers were not always called active
VIM-2 inhibitor = inhibitors of Pseudomonas aeruginosa VIM-2 metallo-beta-lactamase; purified VIM-2, nitrocefin hydrolysis, epi-absorbance fluorescence; inhibition, % at 5.6 µM; actives 0.89% (n = 290,000); AID 1527;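 active means inhibition above the mean of all tested compounds plus 3 SD, cutoff set per screening run, cut at about 7.5% in these data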;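 further: red hydrolysis product quenches plate fluorescence so inhibitors raise well fluorescence; 0% = enzyme with DMSO and 100% = DMSO without enzyme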
* hit, by the source's call; ? = inconclusive; / = not tested or not shown; ! = not active in a repeat. An excerpt. The share of hits here may be higher or lower than overall.

SMILES	IDE act	GalR3 antag	HCV NS3 hel inh	IMP-1 inhibitor	pCIP destab	CRFBP-R2 block	IDE inh	SUMO HTRF inh	VIM-2 inhibitor
CCC(=NCC1CCCO1)c1c(O)n(-c2ccc(OC)cc2)c(=O)[nH]c1=O (configuration not stated)	0	-3	-2	-2.0	-4	23	8	11	0.0
O=C(Nc1ccc(F)c([N+](=O)[O-])c1)N1C[C@H]2C[C@@H](C1)c1cccc(=O)n1C2	5	-10	2	0.1	-2	-13	1	10	0.2
Cc1ccc(Cn2nnnc2CN2CCC(n3nnc4ccccc43)CC2)cc1	-11	-5	-9	-2.7	-7	24	6	13	-4.4
COc1ccc(OC)c(NC2=NCCCS2)c1	4	-3	-7	-2.2	1	-7	5	14	-0.6
COc1ccc2c(c1)CC1(CN2C)C(=O)NC(=O)N(c2ccc(F)cc2)C1=O (configuration not stated)	-15	0	12	-1.7	-10	8	-1	7	2.9
CN(C)c1ccc(/C=C2/C(=O)NC(=O)N(Cc3ccco3)C2=O)cc1	-3	-1	25	-0.1	-21	-40	5	27	-0.7
Cn1c(O)c(C(c2ccccn2)c2c(O)n(C)c(=S)[nH]c2=O)c(=O)[nH]c1=S	6	-9	4	-0.9	-12	22	-3	0	-2.2
CC(=O)N1N=C(c2cccnc2)CC1c1ccccc1O (configuration not stated)	5	-4	5	-0.8	-22	10	1	17	1.1
O=C(Cn1cnc2ccccc2c1=O)NCCC(=O)N1CCC2(CC1)OCCO2	8	-1	-2	-1.3	-21	7	-1	36	-2.0
CC(Cc1ccccc1)[n+]1cc(/N=C(\[O-])Nc2ccccc2)on1 (configuration not stated)	-1	-5	3	-1.9	6	-6	8	4	-2.1
NP(=O)(Oc1ccccc1Cl)Oc1ccccc1Cl	3	-4	6	-1.0	4	2	-2	-18	-0.7
Cc1[nH]c2ccccc2c1CCNCc1ccco1	3	-10	-5	-3.9	-15	-23	5	7	-4.2
COc1ccc(OP(=O)(Nc2ccccc2)Nc2ccccc2)cc1	5	-6	-2	-3.6	-25	-64	-2	0	-3.3
c1ccc(CNc2c3c(nc4ccccc24)CCC3)cc1	4	-4	-40	-3.5	-16	-4	0	-12	2.3
CC1(C)COC(Nc2cccc(Cl)c2)=N1	3	-1	2	-2.7	6	-12	-2	6	-3.2
NP(=O)(OCCCc1ccccc1)Oc1ccccc1Cl (configuration not stated)	4	-2	-3	-5.1	-3	-9	-3	8	-3.8
NC(=O)Cn1cc(C(=O)c2ccccc2F)c2ccccc21	0	-6	-6	-1.0	11	-7	4	13	-0.5
Brc1cc2c(cc1CN1CCN(c3ccccc3)CC1)OCCO2	2	-9	-10	-3.7	-2	-8	1	-7	-5.0
COCCNC(=O)N1[C@H]2CC[C@@H]1C(C(=O)OC)=C(c1ccc(-c3ccccc3)c(F)c1)C2	-3	-2	/	/	/	3	0	/	/
CCCCC(=O)N/N=C/c1c(O)n(Cc2ccc(F)cc2)c(=O)[nH]c1=O	9	-5	17	-2.4	-7	-14	2	6	-2.0
CN(C)C(Cc1ccc(Cl)cc1)C(=O)c1ccccc1 (configuration not stated)	5	-10	6	-1.6	-11	1	-5	3	-0.5
COC(=O)C1=C(c2ccccc2)C[C@@H]2CC[C@H]1N2C(=O)NCCS(C)=O (some centres not stated)	3	-3	/	/	/	2	2	/	/
Cc1cc(N2CCNCC2)nc2ccccc12	7	-13	-3	-2.9	-6	1	-3	14	-1.7
CC(C(=O)c1c[nH]c2ccccc12)N1CCN(C(=O)c2ccco2)CC1 (configuration not stated)	-3	-1	-10	-2.3	1	-5	2	3	-2.0
CCC(=NCc1cccnc1)c1c(O)n(-c2ccccc2C)c(=O)[nH]c1=O	-1	3	5	-2.7	-12	11	5	23	-1.7
CCCCN1CCC(C#N)(Nc2ccccc2)CC1	2	-5	3	-2.5	-1	-1	6	-7	-3.8
CCOC(=O)C1=C(C)OC(N)=C(C#N)C12C(=O)Nc1ccc(C)cc12 (configuration not stated)	3	-2	6	-4.8	9	-14	-5	0	-1.4
COc1ccc2c3c([nH]c2c1)C(C)=NCC3	0	/	-9	0.5	3	-24	3	?	-1.0
Cc1ccc(C(=O)N[C@@H](C)CN2C3=NC[C@@H](Cc4ccccc4)N3C[C@H]2Cc2ccc(O)cc2)cc1Br	/	-5	-67	-2.1	-15	-14	3	-1	-3.1
COc1ccccc1-n1c(O)c(C=Nc2c(C)n(C)n(-c3ccccc3)c2=O)c(=O)[nH]c1=O	0	5	3	-1.0	-6	21	8	16	-1.1
c1ccc2c(CN3CCOCC3)c[nH]c2c1	-1	-5	2	-2.1	6	0	-4	6	-0.3
CN(C(=O)Oc1ccc(F)cc1)c1ccccc1	5	-8	10	-2.1	-8	-2	-6	5	-2.3
CCC(C)NC(=O)c1c(N)n(Cc2ccc3c(c2)OCO3)c2nc3ccccc3nc12 (configuration not stated)	-3	-3	-4	-4.8	4	-8	-3	96	-2.9
COC(=O)C1=C(c2ccc(F)cc2F)C[C@@H]2CC[C@H]1N2C(=O)N1CCCCC1	-3	-4	/	/	/	-7	4	/	/
C=Cn1ccnc1P(=S)(c1ccc(Cl)cc1)c1nccn1C=C	2	-6	-19	-3.9	-5	4	7	11	0.1
CCN(CC)C(=O)c1ccc(NC(=O)c2ccc(N3CCCC3=O)cc2)cc1	1	1	/	/	/	-2	-1	/	/
Cc1cc2c(C(C)C)c(O)c(O)c(C=O)c2c(O)c1-c1c(C)cc2c(C(C)C)c(O)c(O)c(C=O)c2c1O	/	/	37*	14*!	-2	/	/	95*	10*
O=c1[nH]c(=O)n(CCC2=CCCCC2)c(O)c1C=NCc1cccnc1	1	-4	1	-4.2	-4	-6	4	16	-2.8
Cc1cc(C(=O)N=Nc2c(O)n(C)c3ccccc23)c(C)o1	-1	-3	-3	-0.4	10	1	0	2	0.9
COc1ccc(-c2nn(CCC#N)cc2C(=O)Nc2ccccc2Br)cc1	-2	-9	-20	-2.9	-11	4	5	12	-1.2
O=c1[nH]c(=S)n(CCC2=CCCCC2)c(O)c1C=NCCCn1ccnc1	0	-2	-7	-4.8	4	7	4	11	-4.4
CN(C)C(=O)Oc1ccc(-c2cn3cc(C(F)(F)F)ccc3n2)cc1	1	0	-3	-2.5	-3	-25	-1	2	-4.9
Cc1nn(Cc2ccc(Cl)cc2Cl)c(Cl)c1C(=O)Nc1ccc(OC(F)F)cc1	1	-3	9	-0.9	-16	-7	2	15	-0.9
COc1cc2c(cc1OC)[C@@]13CCN4CC5=CCO[C@H]6CC(=O)N2[C@H]1[C@H]6[C@H]5C[C@H]43	6	2	-4	-2.0	-2	7	6	7	-1.6
Cc1ccccc1-n1c(O)c(C=Nc2ccc(N(C)C)cc2)c(=O)[nH]c1=O	0	-4	43*	-5.6	-7	2	3	-14	0.1
O=C(O)c1cccc2nc3ccccc3nc12	-2	-2	4	-1.1	-5	-5	-3	23	-0.8
O=C1CN=C(c2cccc(Br)c2)c2cc(Br)ccc2N1	0	-7	6	1.0	-11	-41	-3	13	-1.3
O=[N+]([O-])c1ccc(N2CCNCC2)cc1Sc1ccccn1	3	-11	-5	-2.6	-5	0	1	16	-1.6
CCCCn1c(O)c(C(C)=NCCc2ccccc2)c(=O)[nH]c1=O	1	1	-1	-0.8	5	1	-2	-4	-2.7
CNCCc1nc(N)n[nH]1	6	-2	7	-1.9	-6	-21	1	6	-3.1

9 neighbouring records already listed, for reference:
SMILES	IDE act	GalR3 antag	HCV NS3 hel inh	IMP-1 inhibitor	pCIP destab	CRFBP-R2 block	IDE inh	SUMO HTRF inh	VIM-2 inhibitor
CCC(=NCC1CCCO1)c1c(O)n(-c2ccc(OC)cc2)c(=O)[nH]c1=O (configuration not stated)	0	-3	-2	-2.0	-4	23	8	11	0.0
O=C(Nc1ccc(F)c([N+](=O)[O-])c1)N1C[C@H]2C[C@@H](C1)c1cccc(=O)n1C2	5	-10	2	0.1	-2	-13	1	10	0.2
Cc1ccc(Cn2nnnc2CN2CCC(n3nnc4ccccc43)CC2)cc1	-11	-5	-9	-2.7	-7	24	6	13	-4.4
COc1ccc(OC)c(NC2=NCCCS2)c1	4	-3	-7	-2.2	1	-7	5	14	-0.6
COc1ccc2c(c1)CC1(CN2C)C(=O)NC(=O)N(c2ccc(F)cc2)C1=O (configuration not stated)	-15	0	12	-1.7	-10	8	-1	7	2.9
CN(C)c1ccc(/C=C2/C(=O)NC(=O)N(Cc3ccco3)C2=O)cc1	-3	-1	25	-0.1	-21	-40	5	27	-0.7
Cn1c(O)c(C(c2ccccn2)c2c(O)n(C)c(=S)[nH]c2=O)c(=O)[nH]c1=S	6	-9	4	-0.9	-12	22	-3	0	-2.2
CC(=O)N1N=C(c2cccnc2)CC1c1ccccc1O (configuration not stated)	5	-4	5	-0.8	-22	10	1	17	1.1
O=C(Cn1cnc2ccccc2c1=O)NCCC(=O)N1CCC2(CC1)OCCO2	8	-1	-2	-1.3	-21	7	-1	36	-2.0

Later entries.
SMILES	IDE act	GalR3 antag	HCV NS3 hel inh	IMP-1 inhibitor	pCIP destab	CRFBP-R2 block	IDE inh	SUMO HTRF inh	VIM-2 inhibitor
CC(C)COc1ccc(C2(C#N)CC[N+](C)(C)CC2)cc1	2	-3	1	-2.4	-10	-11	5	10	-0.8
Cc1cc(OCC(=O)N2CCC(C(N)=O)CC2)c2c3c(c(=O)oc2c1)CCCC3	-1	-6	-5	-2.8	5	7	5	17	8.6*
O=C1NC(=O)N(c2cccc(F)c2)C(=O)/C1=C/c1ccc(N2CCOCC2)cc1	-2	-6	18	-0.8	-1	-9	4	25	1.1
O=C(c1cc2c(s1)-c1ccccc1OC2)N1CCC2(CC1)OCCO2	2	2	-17	-3.6	-3	-3	13	28	-2.7
CCCCCc1nc2c(c(=O)c3ccccc3n2C)c(=O)n1C1CCCCCC1	4	-4	2	-3.1	-3	-199	6	6	-5.9
COC(=O)C1=CO[C@@H](C)[C@@H]2CN3CC[C@@]4(C(=O)Nc5ccccc54)[C@@H]3C[C@H]12	0	-5	1	-6.4	-12	-7	-3	9	-3.8
CCS(=O)(=O)N1CCC(C(=O)N2CCC3(CC2)OCCO3)CC1	1	-7	-2	-2.6	1	2	0	-2	-2.6
CN1C(=O)c2ccccc2Sc2ccc(C(=O)N3CCC4(CC3)OCCO4)cc21	-3	-6	15	-4.3	-4	-3	0	7	-0.9
